bIAP activator – increases bovine intestinal alkaline phosphatase activity; purified bovine IAP, CDP-star luminescence, 30 min; active compounds read high; fold of DMSO-control signal, blank-subtracted; activation factor at 20 µM; hit rate 0.17% among 200,000;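 active = activation factor of 2 or more at 20 µM, a signal rise over negative controls twice the positive control's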
TNAP inh hi DEA – TNAP (human) inhibition, high acceptor. purified TNAP, CDP-star luminescence, 1 M DEA. AID 1135. hit rate 0.03% among 200,000. inhibition, % at 20 µM;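 active = over 50% inhibition of tissue-nonspecific alkaline phosphatase at 20 µM in the single-dose screen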;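 also: plate controls were DMSO wells for no effect and EDTA-quenched wells as full inhibition for full effect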
Target sequence (P05186 whole entry, looked up): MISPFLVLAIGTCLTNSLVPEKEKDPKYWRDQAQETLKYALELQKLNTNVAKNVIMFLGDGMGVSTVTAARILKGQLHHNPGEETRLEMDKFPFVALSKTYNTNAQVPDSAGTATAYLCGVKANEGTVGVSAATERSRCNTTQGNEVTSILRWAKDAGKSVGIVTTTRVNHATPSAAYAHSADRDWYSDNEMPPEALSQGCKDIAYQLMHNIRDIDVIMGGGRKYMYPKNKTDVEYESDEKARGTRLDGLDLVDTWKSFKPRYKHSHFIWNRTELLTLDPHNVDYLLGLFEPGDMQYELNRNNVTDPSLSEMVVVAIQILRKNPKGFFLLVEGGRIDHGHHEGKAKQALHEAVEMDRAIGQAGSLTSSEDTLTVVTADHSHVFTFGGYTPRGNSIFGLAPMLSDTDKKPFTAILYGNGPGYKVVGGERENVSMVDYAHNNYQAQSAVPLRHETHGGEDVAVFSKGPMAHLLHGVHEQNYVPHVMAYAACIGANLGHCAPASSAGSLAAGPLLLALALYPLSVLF
PPARg SRC1 recr – promotes SRC-1 coactivator recruitment by human PPARgamma; activation, % at 8 µM; PPARgamma-SRC-1 coactivator recruitment biochemical assay; AID 631; hit rate 0.41% among 200,000; in the data active = activation above about 19%;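 also: 0% = DMSO and 100% = reference agonist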
Target sequence (P37231 whole entry, looked up): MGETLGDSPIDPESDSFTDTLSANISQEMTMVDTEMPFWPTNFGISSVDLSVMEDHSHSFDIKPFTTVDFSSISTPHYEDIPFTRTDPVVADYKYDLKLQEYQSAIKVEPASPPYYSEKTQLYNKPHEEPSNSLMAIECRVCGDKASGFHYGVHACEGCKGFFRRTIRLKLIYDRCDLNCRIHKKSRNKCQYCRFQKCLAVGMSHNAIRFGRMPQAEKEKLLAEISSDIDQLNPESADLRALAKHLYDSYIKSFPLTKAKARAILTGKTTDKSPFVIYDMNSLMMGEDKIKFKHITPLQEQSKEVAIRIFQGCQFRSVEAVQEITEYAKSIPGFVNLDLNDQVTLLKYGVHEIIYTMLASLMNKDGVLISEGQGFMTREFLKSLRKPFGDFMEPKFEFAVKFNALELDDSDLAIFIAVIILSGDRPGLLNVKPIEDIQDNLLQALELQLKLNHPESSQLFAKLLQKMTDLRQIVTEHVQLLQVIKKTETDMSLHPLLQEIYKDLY
bIAP inh – blocks bovine intestinal alkaline phosphatase activity; inhibition, % at 20 µM; purified bovine IAP, CDP-star luminescence, 30 min; 190,000 tested, under 10 active; AID 1019;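 active = over 50% inhibition of intestinal alkaline phosphatase at 20 µM in the single-dose screen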
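System: purified bovine intestinal alkaline phosphatase (IAP) enzyme; Input: IAP diluted 1/65,000,000 in the well; Measured by: CDP-star luminescence signal; Compound dosing: 20 µM single dose; Incubation: 30 min reaction at room temperature.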
Efa HMGR inh – inhibitors of class II HMG-CoA reductase from Enterococcus faecalis; purified E. faecalis HMGR, NADPH absorbance 340 nm kinetic; inhibition, % at 10 µM; hit rate 0.41% among 190,000;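 active = inhibition above a set limit, the median over all tested compounds plus 3 SD, cut at about 9.5% in these data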;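 also: enzyme runs in reverse so mevalonate oxidation gives rising NADPH absorbance; 0% = complete reaction with DMSO and 100% = background rate lacking mevalonate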
TR-FRET SRC-2 ct – TR-FRET artefact, counter-screen to PPARgamma/SRC-2 agonist assay | active compounds read high | TR-FRET ratio at 8 µM | hit rate 0.4% among 200,000 | AID 1049; in the data active = TR-FRET ratio above about 2000; also: inactives centre near 1500
TNAP act hi DEA – increases human TNAP activity under high phosphate acceptor concentration; AID 1136; activation factor at 20 µM; P05186; 200,000 tested, under 10 active; purified TNAP, CDP-star luminescence, 1 M DEA, 30 min; active compounds read high; 0 = EDTA background, 1 = DMSO-only activity;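 active = activation factor at least 2 at 20 µM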
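Measured by: Luminescent substrate turnover signal | Test system: Human TNAP | Input: TNAP 1/800 final | Dosing: 20 µM single point | Schedule: 30 min, room temperature | Controls: EDTA wells as negative control, DMSO wells as positive control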
PPARg SRC-3 ag – agonists of human PPARgamma SRC-3 coactivator recruitment. hit rate 0.26% among 200,000. P37231. activation, % at 8 µM. AID 731. biochemical PPARgamma/SRC-3 coactivator recruitment assay; in the data active = activation above about 23%;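 also: 0% = DMSO and 100% = reference agonist; some compounds past the cut are filed as inactive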
PPARg SRC2 recr – PPARgamma-driven SRC-2 recruitment agonism; AID 1032; hit rate 0.34% among 200,000; activation, % at 8 µM; P37231; PPARgamma LBD-SRC-2 recruitment, biochemical; in the data active = activation above about 22%;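 also: 0% = vehicle and 100% = reference agonist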
TNAP inh noacc – blocks human TNAP activity with no phosphate acceptor present; AID 1012; inhibition, % at 20 µM; purified TNAP, CDP-star luminescence, 30 min; P05186; hit rate 0.26% among 200,000;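 active = tissue-nonspecific alkaline phosphatase inhibition above about 50% at 20 µM in the single-dose screen, limit read from the data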;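 also: 0% = DMSO negative control and 100% = EDTA positive control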
An asterisk follows results filed as active; x = no result given.

SMILES | bIAP activator | TNAP inh hi DEA | PPARg SRC1 recr | bIAP inh | Efa HMGR inh | TR-FRET SRC-2 ct | TNAP act hi DEA | PPARg SRC-3 ag | PPARg SRC2 recr | TNAP inh noacc
CCCc1nnc(NC(=O)CN2C(=O)c3ccccc3S2(=O)=O)s1 | 1 | -3.6 | -1.0 | -0.1 | 2.0 | 1530 | 1 | 9.8 | -1.8 | -19.7
COc1ccc(-c2cc(=O)c3cc(OC)ccc3[nH]2)cc1 | 1.3 | -1.2 | 0.9 | -33.6 | 0.4 | 1472 | 1 | -2.0 | 8.8 | -8.2
COc1cc2nc(CN(C)Cc3ccc(Cl)cc3)[nH]c(=O)c2cc1OC | 1.1 | 4.3 | 7.0 | -12.4 | 0.0 | 1660 | 1 | 1.6 | -10.9 | -14.8
COc1ccc(Cn2c(CCC(=O)O)nc3cccnc32)cc1 | 1 | -3.4 | -4.4 | 3.3 | -1.1 | 1434 | 1 | -15.5 | -10.3 | -12.3
CCSC1=NCCN1C(=O)c1c(-c2ccccc2Cl)noc1C | 1.1 | -3.2 | -2.5 | -8.4 | 1.4 | 1381 | 1 | -2.5 | -3.1 | -7.2
CN(C)c1nc(Oc2ccc(=O)n(C)n2)nc(N2CCOCC2)n1 | 1 | -3.3 | 2.4 | 0.5 | -3.3 | 1563 | 1 | -0.8 | -0.4 | -11.6
CCc1ccc(-n2c(SCC(=O)Nc3cc(C)[nH]n3)nc3[nH]ncc3c2=O)cc1 | 1.6 | -0.3 | 2.9 | -63.2 | 3.6 | 1576 | 1 | 10.3 | 0.5 | -77.1
COC(=O)NCCOc1cc(C)ccc1C | 0.8 | -3.7 | -0.2 | 17.0 | -1.4 | 1484 | 1 | -11.3 | -1.4 | -14.1
CCn1c(N2CCC(Cc3ccccc3)CC2)nc2c1c(=O)[nH]c(=O)n2C | 1.1 | -9.3 | 3.1 | -9.6 | -10.8 | 1466 | 1.1 | -1.9 | -0.9 | -20.0
O=C(Cc1ccccc1)Nc1ccccc1N1CCCC1 | 0.9 | 0.1 | 10.7 | 9.1 | -6.9 | 1755 | 1 | 2.3 | 11.8 | -2.8
CN(C)c1ccc(NC(=O)CN2CCC(C(=O)c3ccc(F)cc3)CC2)cc1 | 1 | 0.1 | 10.4 | 1.4 | -3.2 | 1706 | 1 | 13.9 | 2.6 | -1.1
CC(OC(=O)c1cccnc1)C(=O)NCc1ccc2c(c1)OCO2 (stereo not given) | 1.1 | 3.4 | 5.3 | -7.9 | -1.8 | 1555 | 1 | 6.2 | 8.7 | -2.5
Cn1c(=O)c(C(=O)CN2CCCCCC2)c(N)n(Cc2ccccc2)c1=O | 1.2 | -4.6 | -5.4 | -15.9 | -0.1 | 1507 | 1 | -5.1 | -3.3 | -8.9
C=CCn1c(COc2cccc3ccc(C)nc23)nnc1SCC(=O)O | 0.9 | -0.3 | 0.4 | 7.2 | -2.5 | 1608 | 1 | -6.4 | 6.2 | -9.8
Oc1ccccc1C1=Nc2ncnn2C(c2ccc(F)cc2)C1 (stereo not given) | 1 | 3.3 | x | -0.7 | -4.6 | x | 1 | x | x | -4.7
Cc1[nH]n(-c2ccccc2)c(=O)c1C(C[N+](=O)[O-])c1ccccc1Cl (stereo not given) | 0.9 | 0.7 | 4.6 | 8.3 | -1.7 | 1531 | 1 | 1.5 | -1.1 | -6.1
O=C1c2cccc([N+](=O)[O-])c2C(=O)N1c1ccccc1 | 1 | 2.6 | 6.6 | 2.1 | -6.3 | 1716 | 1 | 2.6 | 13.3 | -10.0
Cc1ccccc1NC(=O)Cc1nc(-c2ccc3ccccc3c2)cs1 | 0.8 | 3.0 | 0.6 | 23.6 | -0.5 | 1496 | 1 | 4.1 | 7.2 | -1.4
N#CC1=C(SCc2ccccc2)NC(=O)CC1c1ccc(O)cc1 (stereo not given) | 0.9 | 2.4 | 10.5 | 9.6 | -5.6 | 1549 | 1 | -2.2 | 11.8 | 9.7
Cc1ccc(C=Nc2cc([N+](=O)[O-])ccc2C)s1 | 0.9 | -0.7 | 2.2 | 6.6 | -4.1 | 1597 | 1 | 4.5 | -8.8 | -8.5

Exported as labelled records: entries from further up.
> N#CC1=C(SCc2ccccc2)NC(=O)CC1c1ccc(O)cc1 (stereo not given)
  bIAP activator: 0.9
  TNAP inh hi DEA: 2.4
  PPARg SRC1 recr: 10.5
  bIAP inh: 9.6
  Efa HMGR inh: -5.6
  TR-FRET SRC-2 ct: 1549
  TNAP act hi DEA: 1
  PPARg SRC-3 ag: -2.2
  PPARg SRC2 recr: 11.8
  TNAP inh noacc: 9.7
> Cc1ccc(C=Nc2cc([N+](=O)[O-])ccc2C)s1
  bIAP activator: 0.9
  TNAP inh hi DEA: -0.7
  PPARg SRC1 recr: 2.2
  bIAP inh: 6.6
  Efa HMGR inh: -4.1
  TR-FRET SRC-2 ct: 1597
  TNAP act hi DEA: 1
  PPARg SRC-3 ag: 4.5
  PPARg SRC2 recr: -8.8
  TNAP inh noacc: -8.5

Back to the main list; the two compounds before the break are reprinted first.
SMILES | bIAP activator | TNAP inh hi DEA | PPARg SRC1 recr | bIAP inh | Efa HMGR inh | TR-FRET SRC-2 ct | TNAP act hi DEA | PPARg SRC-3 ag | PPARg SRC2 recr | TNAP inh noacc
N#CC1=C(SCc2ccccc2)NC(=O)CC1c1ccc(O)cc1 (stereo not given) | 0.9 | 2.4 | 10.5 | 9.6 | -5.6 | 1549 | 1 | -2.2 | 11.8 | 9.7
Cc1ccc(C=Nc2cc([N+](=O)[O-])ccc2C)s1 | 0.9 | -0.7 | 2.2 | 6.6 | -4.1 | 1597 | 1 | 4.5 | -8.8 | -8.5
COc1ccc(-c2nc(C#N)c(NCCc3ccccc3)o2)cc1OC | 0.8 | -1.2 | 1.8 | 19.0 | 0.9 | 1424 | 1 | 6.8 | 6.9 | -10.2
CCCCn1c(N)c(N(CC(C)C)C(=O)CCCSc2nncs2)c(=O)[nH]c1=O | 1.2 | -0.7 | 1.6 | -23.7 | -6.7 | 1679 | 1 | -0.2 | 5.3 | -9.3
Cn1c(=N)c(S(=O)(=O)c2ccccc2)cc2c(=O)n3ccccc3nc21 | 0.8 | -6.2 | -1.0 | 17.1 | -5.8 | 1554 | 1.1 | -8.0 | -6.2 | -5.8
Cc1cc2cc(C)c3nnc(SCC(=O)Nc4ccc(S(=O)(=O)N5CCCCC5C)cc4)n3c2cc1C (stereo not given) | 0.9 | -6.0 | 8.8 | 8.2 | -7.3 | 1581 | 1.1 | 0.1 | 0.6 | 7.4
CCOC(=O)c1cnc(SC)nc1Oc1cccc(NC(=O)c2cccc(Cl)c2Cl)c1 | 0.9 | 1.0 | 2.4 | 5.9 | 0.2 | 1618 | 1 | 8.8 | 10.3 | -4.4
Cc1cc(OCC(=O)NC(C)C)cc(C)c1Cl | 0.9 | -3.9 | -1.9 | 7.2 | -5.3 | 1471 | 1 | 10.9 | -0.2 | -8.0
COc1ncccc1-c1nnn(-c2ccccc2)n1 | 0.9 | -2.0 | 1.1 | 7.6 | -0.7 | 1555 | 1 | 3.4 | 10.0 | -7.4
O=C(Nc1cccc(Cl)c1)C1=Cc2cc(Cl)ccc2OC1 | 0.9 | -1.2 | -3.9 | 11.9 | -0.8 | 1513 | 1 | 5.8 | -1.8 | -3.2
COc1ccc(-n2c(C)cc(C(=O)CN3CCCCC3)c2C)cc1 | 1.2 | -6.2 | 4.0 | -16.7 | -3.2 | 1703 | 1.1 | -4.2 | 3.3 | -8.5
Cc1c(Cl)cccc1NC(=O)CN1CCN(CCO)CC1 | 1 | 0.4 | 5.2 | -4.5 | 5.2 | 1620 | 1 | 7.3 | 4.5 | -8.8
Cc1ccc(C2(C)NC(=O)N(CC(=O)Nc3cccnc3Cl)C2=O)cc1 (stereo not given) | 1.2 | -1.8 | 2.6 | -18.2 | 4.6 | 1626 | 1 | 5.3 | 8.7 | -4.5
Cc1c(Br)c([N+](=O)[O-])nn1CC(=O)N(C)Cc1ccccc1 | 0.9 | -6.2 | -8.6 | 12.0 | -3.6 | 1611 | 1.1 | -4.1 | -2.3 | -8.9
Cn1c(=O)n(C)c2cc([N+](=O)[O-])c(N3CCN(CCO)CC3)cc21 | 0.9 | -0.5 | 2.3 | 9.5 | -1.4 | 1478 | 1 | 1.7 | 8.8 | -4.0
CCCCN(C(=O)c1ccc(OC(F)(F)F)cc1)c1c(N)n(CCC)c(=O)[nH]c1=O | 1.2 | -4.9 | 0.1 | -23.3 | -2.3 | 1418 | 1 | 1.7 | -4.2 | -5.3
CCOc1ncccc1C(=O)Nc1ccccc1C(=O)NCc1ccc2c(c1)OCO2 | 1 | -5.2 | x | -1.1 | -1.1 | x | 1.1 | x | x | -7.5
O=C(Nc1ccc(Nc2ccccc2)cc1)c1ccco1 | 0.8 | -5.8 | 12.0 | 19.9 | -1.3 | 1668 | 1.1 | 3.4 | 13.6 | -9.7
O=C1C2C3C=CC(C3)C2C(=O)N1/N=C/c1cn(Cc2ccccc2)c2ccccc12 (stereo not given) | 0.8 | 1.3 | 0.1 | 21.1 | 4.3 | 1421 | 1 | 5.9 | -8.4 | 2.6
CC(=O)N1CCN=C1SCc1ccccc1 | 0.9 | -1.7 | 6.2 | 10.5 | -4.2 | 1541 | 1 | 0.1 | -2.5 | -2.6
Cc1cnc(NC(=O)C2COc3ccccc3O2)s1 (stereo not given) | 1 | -3.4 | -0.7 | -1.0 | -3.8 | 1440 | 1 | 3.0 | -4.1 | -7.3
CCCCNC(=O)NC1(C(F)(F)F)Oc2ccccc2O1 | 1 | 0.0 | 2.2 | 0.8 | -4.2 | 1682 | 1 | 3.6 | 16.0 | 3.4
COC(=O)CCc1c(C)c(C(=O)c2ccc(F)cc2)c2ccccn12 | 1 | -1.9 | 4.8 | 0.0 | -1.9 | 1632 | 1 | 4.3 | 3.4 | -14.1
Cc1csc(Nc2ccccc2)[n+]1C | 1 | -2.6 | 0.5 | 2.3 | 6.0 | 1647 | 1 | 0.6 | 9.9 | -5.5
CC(=O)Nc1nonc1-c1nc2ccccc2n1CCC#N | 1 | -4.7 | 6.4 | -1.5 | -8.6 | 1692 | 1 | 6.5 | 10.0 | -4.6
CNC(=S)Nc1cc(OC)c(NC(=O)c2ccco2)cc1OC | 1 | -2.8 | 2.5 | 4.4 | -3.5 | 1472 | 1 | -1.5 | -11.3 | -2.1
O=C(NC1CCCCC1)C1CN(S(=O)(=O)c2ccccc2)CCN1S(=O)(=O)c1ccccc1 (stereo not given) | 1 | -7.3 | 5.3 | -1.7 | -1.4 | 1494 | 1.1 | -5.3 | -3.5 | -21.7
Cc1cc(C)n(CCN(C)C(=O)c2cc(COc3c(F)cccc3F)on2)n1 | 1 | -7.8 | 4.7 | 4.4 | -3.0 | 1394 | 1.1 | 1.7 | -7.3 | -10.8
COc1ccc(CN2CCN(C(=O)CN3C(=O)C4C5C=CC(C5)C4C3=O)CC2)c(OC)c1OC (stereo not given) | 1 | -3.7 | 1.7 | 1.2 | -1.1 | 1699 | 1 | 8.2 | 9.5 | -0.4
COc1ccc(/C=N/N=C2/NC(=O)C(c3ccccc3)(c3ccccc3)S2)cc1 | 1.1 | -3.8 | 2.0 | -12.1 | -1.7 | 1567 | 1 | 0.7 | 2.0 | 0.2
O=C(CNC(=O)c1ccccn1)N/N=C/c1ccc2c(c1)OCO2 | 1 | -2.9 | 5.9 | 0.7 | 0.3 | 1535 | 1 | -2.5 | -4.9 | -15.5
